DRD3 agonist: qHTS of D3 Dopamine Receptor Agonist: qHTS. D3R DiscoveRx beta-arrestin cells, luminescence, 90 min. max activation, %. actives 0.58% (n = 410,000). AID 652048, 2013; in the data active = max activation above about 30%; also: 0% is about no effect; mostly tested at two doses, the higher about 12 µM
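Agonist-mode cell screen: cells plated at 1500/well and incubated overnight at 37 °C, then exposed to library compounds for 90 min at 37 °C. Detection reagent was added for 30–60 min at room temperature, and luminescence was read.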
pAkt inh: HTS Assay for Inhibitors of Akt Phophorylation: Primary Screen; Neuro2A IGF-stimulated pAkt S473 HTRF, 20 min; hits give low values; actives 0.32% (n = 360,000); AID 651550, 2012; activity change, % for hits at 50 µM; in the data active = activity change below about -80%; inconclusive = mostly about -51% to -80%; also: % is scaled to controls: 0 for no effect and ±100 for the full control effect
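Neuro2A cells (4,500/well, DMEM with 0.5% FBS) were treated with compound at a single 50 µM final concentration, stimulated with 6 nM IGF for 20 min at 37 °C, and lysed. Phospho-Akt Ser473 was read by HTRF as 665/615 ratio ×10^4.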
CCT chaperon mod: High-Throughput Screening for Modulators of Cytosolic Chaperonin Activity | purified chaperonin ATPase assay, HTRF ADP detection, 30 min | activity change, % (test concentration not listed), hits read low | actives 0.3% (n = 360,000); in the data active = activity change below about -30%; also: % is scaled to controls: 0 for no effect and ±100 for the full control effect
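ATPase activity: ADP formed was measured by HTRF Transcreener (665/615 nm ratio) after 30 min at 37 deg C with 10 uM ATP. Compounds screened at one 76 uM concentration against 40 or 20 nM TRiC in Tris pH 7.4/KCl/MgCl2/DTT buffer.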
EPAC2 antagonist: qHTS for Antagonist of cAMP-regulated guanine nucleotide exchange factor 2 (EPAC2): primary screen; actives 0.18% (n = 360,000); Potency, µM (highest dose often 114 µM), for inactives: top-dose activity, negative = inhibition, actives largely listed as inhibitors; EPAC2 GEF exchange of Rap1B-BODIPY-GDP, fluorescence; also: potency is read from the fitted curve at half-maximal effect; % is scaled to controls: 0 for no effect and ±100 for the full control effect; nearly all actives have a fitted effect of over 45% in size; many of its hits are not listed in these tables
Target sequence (Q8WZA2 whole entry, looked up): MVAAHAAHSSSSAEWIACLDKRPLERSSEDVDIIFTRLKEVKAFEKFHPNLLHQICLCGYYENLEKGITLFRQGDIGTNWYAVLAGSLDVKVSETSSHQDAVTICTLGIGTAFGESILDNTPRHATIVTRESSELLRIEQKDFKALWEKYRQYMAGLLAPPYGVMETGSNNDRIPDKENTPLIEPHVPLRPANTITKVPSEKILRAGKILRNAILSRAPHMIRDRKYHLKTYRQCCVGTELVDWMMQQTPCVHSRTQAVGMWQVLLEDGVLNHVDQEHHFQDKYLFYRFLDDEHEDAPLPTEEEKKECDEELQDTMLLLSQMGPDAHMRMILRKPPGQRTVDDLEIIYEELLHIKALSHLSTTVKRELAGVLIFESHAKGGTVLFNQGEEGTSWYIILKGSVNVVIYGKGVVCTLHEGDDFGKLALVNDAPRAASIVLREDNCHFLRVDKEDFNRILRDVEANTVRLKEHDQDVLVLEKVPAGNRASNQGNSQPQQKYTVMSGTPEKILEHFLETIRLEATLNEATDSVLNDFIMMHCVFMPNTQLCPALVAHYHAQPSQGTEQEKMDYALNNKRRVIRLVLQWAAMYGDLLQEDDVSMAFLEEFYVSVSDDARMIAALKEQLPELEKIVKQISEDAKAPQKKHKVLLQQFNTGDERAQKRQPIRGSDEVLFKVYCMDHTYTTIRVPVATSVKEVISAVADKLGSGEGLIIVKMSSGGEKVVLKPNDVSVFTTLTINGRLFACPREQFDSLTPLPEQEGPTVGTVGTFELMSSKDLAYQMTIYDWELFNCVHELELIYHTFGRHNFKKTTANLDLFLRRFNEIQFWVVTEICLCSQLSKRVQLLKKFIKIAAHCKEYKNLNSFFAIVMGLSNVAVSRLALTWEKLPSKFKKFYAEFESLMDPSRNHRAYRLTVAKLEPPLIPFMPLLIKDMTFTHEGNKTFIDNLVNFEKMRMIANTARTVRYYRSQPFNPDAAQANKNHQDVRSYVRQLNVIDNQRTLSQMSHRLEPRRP
PTHR1 ag: qHTS for PTHR1 Agonists: Primary Screen | Parathyroid hormone/parathyroid hormone-related peptide receptor (Homo sapiens), Q03431 | HEK293 GP2 PTHR1 cells, GloSensor cAMP luminescence, 1 h | Potency, µM (titrated, usually from 115 µM), for the others: at the top dose activation, actives largely listed as activators | actives 0.075% (n = 410,000) | AID 743266, 2014; also: potency is read from the fitted curve at half-maximal effect; nearly all actives have a fitted effect of over 55% in size; some results filed as inactive show a strong effect at the top dose; inactives centre near -15; many of its hits are not listed in these tables
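HEK-293-derived GP2 cells expressing PTHR1 and a GloSensor cAMP reporter, 3,000/well, plated overnight, given luciferin plus IBMX (each 0.5 mM as added) for 1 h at 37 °C, then compound for 1 h at 37 °C. Luminescence was read after 15 min at room temperature.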
EPAC2 agonist: qHTS for Agonist of cAMP-regulated guanine nucleotide exchange factor 4 (EPAC2): primary screen. EPAC2 activation, biochemical qHTS; response scale: 100% = 6.5 mM cAMP response. Potency, µM (doses to about 154 µM), for inactives: top-dose activation, actives largely listed as activators. actives 0.079% (n = 360,000). AID 720711, 2013; also: potency is read from the fitted curve at half-maximal effect; nearly all actives have a fitted effect of over 50% in size
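In this primary screen, activation is scored as increased exchange of BODIPY-GDP from Rap1B by 100 nM EPAC2, with 50 uM GDP as competitor. Signal is normalized to the 6.5 mM cAMP agonist control.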
MmCpn inh: Inhibitors of TCP-1 ring complex (TRiC) of Methanococcus maripaludis (MmCpn): qHTS; Chaperonin Mm-Cpn (Methanococcus maripaludis); purified Mm-Cpn ATPase, ADP Transcreener TR-FRET; Potency, µM (top dose mostly 76.9 µM), for the others: top-dose activity, negative = inhibition, usual class: inhibitors; actives 0.031% (n = 330,000); also: potency is read from the fitted curve at half-maximal effect; % is scaled to controls: 0 for no effect and ±100 for the full control effect; nearly all actives have a fitted effect of over 80% in size
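Purified archaeal Mm-CPN (25nM final) preincubated 10 min at 37degC with compound, then 10uM ATP for 30 min at 37degC; ADP measured by HTRF Transcreener TR-FRET; buffer 30 mM TRIS pH 7.4, 100mM KCl, 5mM MgCl2, 1mM DTT.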
DRD3 antagonist: qHTS of D3 Dopamine Receptor Antagonist: qHTS. D(3) dopamine receptor (Homo sapiens), P35462. D3R cells, DiscoveRx beta-arrestin luminescence, antagonist mode; hits give low values. max response, negative = inhibition, %. actives 2.5% (n = 360,000); in the data active = max response below about -50%; inconclusive = no clear call, values can overlap the other calls; also: % is scaled to controls: 0 for no effect and ±100 for the full control effect; mostly tested at two doses, the higher about 12 µM
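Cells plated overnight at 1500 cells/well, then exposed to library compounds with dopamine controls for 90 minutes at 37 degrees C. DiscoveRx reagent added for 30–60 minutes at room temperature; luminescence read, quantitative HTS format.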
* hit, by the source's call; i = inactive; ? = inconclusive; . = no result given; & = joins results of further samples; [ ] = another dose, or the depositor's remark. Unless noted, calls follow the shape of the dose curve; as a rule, active = well fitted curve in the direction sought with a large enough effect; inconclusive = small, poorly fitted or top-dose-only effect, or another doubt; inactive = no such curve, though single readings can be large; an effect the other way counts as inactive or inconclusive. Only part of the results is shown; the hit share may differ from the screen's.

SMILES	DRD3 agonist	pAkt inh	CCT chaperon mod	EPAC2 antagonist	PTHR1 ag	EPAC2 agonist	MmCpn inh	DRD3 antagonist
CN1C(C(=O)NCc2ccc(OC(F)(F)F)cc2)CC2Cn3c(nc4ccccc43)C21 (centres undefined)	-17	i	1.5	-7%	i	-3%	0%	-11
Cc1ccc(Sc2c(C)nn(C(=O)CNS(=O)(=O)c3ccc(F)cc3)c2C)cc1	-1	i	0.5	-8%	i	-7%	0%	52
CCc1ccccc1NC(=O)Cc1cn(C)c2ccccc12	-8&5	i	-2.8	-14%	-50%	10%	1%	-14
Cc1ccc(C)c(NC(=O)c2cc3ccccn3n2)c1	-3	i	-6.0	-14%	-25%	17%	-2%	8
COc1ccc(/C=C/CN2CCN(CCc3ccccc3)C(CCO)C2)cc1 (centres undefined)	-10	i	-1.1	-1%	i	-5%	0%	-19
CCCOc1ccc(N2C(=O)CC(SC(=N)N3N=C(c4ccccc4)CC3c3ccccc3)C2=O)cc1 (centres undefined)	-1	i	-1.3	1%	i	-3%	-3%	-1
Cc1cc([N+](=O)[O-])ccc1NC(=O)CCC(=O)N1CCCCCC1	1	i	-1.7	9%	-9%	10%	-1%	-2
Cc1noc(C)c1C(=O)Nc1sc(C)c(-c2ccccc2)c1C#N	10	i	-3.2	-12%	-27%	7%	0%	31
O=C1C2CCCCN2C(=O)N1CCCN1CCN(c2ccc(F)cc2)CC1 (centres undefined)	-21	i	-0.1	23%	-11%	3%	0%	-57*
CCN1CCN(CCCN(Cc2ccco2)C(=S)Nc2ccc(Cl)cc2)CC1	-11	i	-1.2	-5%	i	-9%	-1%	-9
CCOC(=O)c1c(NC(=O)CN2C(=O)NC3(CCCCC3)C2=O)sc(C)c1-c1ccc(C)cc1	-1	i	1.5	-1%	i	-14%	-4%	?
Cc1ccc2cccc(OCC(=O)N3CCc4ccccc43)c2n1	-3	i	-1.1	3%	i	-3%	-9%	7

Whole records, looked up by structure. Order of screens: DRD3 agonist, pAkt inh, CCT chaperon mod, EPAC2 antagonist, PTHR1 ag, EPAC2 agonist, MmCpn inh, DRD3 antagonist
`Cc1ccc2cccc(OCC(=O)N3CCc4ccccc43)c2n1` across the screens: -3, i, -1.1, 3%, i, -3%, -9%, 7
`O=C1C2CCCCN2C(=O)N1CCCN1CCN(c2ccc(F)cc2)CC1` (centres undefined) across the screens: -21, i, -0.1, 23%, -11%, 3%, 0%, -57*
`CCc1ccccc1NC(=O)Cc1cn(C)c2ccccc12` across the screens: -8&5, i, -2.8, -14%, -50%, 10%, 1%, -14
`CCCOc1ccc(N2C(=O)CC(SC(=N)N3N=C(c4ccccc4)CC3c3ccccc3)C2=O)cc1` (centres undefined) across the screens: -1, i, -1.3, 1%, i, -3%, -3%, -1
`CCOC(=O)c1c(NC(=O)CN2C(=O)NC3(CCCCC3)C2=O)sc(C)c1-c1ccc(C)cc1` across the screens: -1, i, 1.5, -1%, i, -14%, -4%, ?

(listing goes on)
SMILES	DRD3 agonist	pAkt inh	CCT chaperon mod	EPAC2 antagonist	PTHR1 ag	EPAC2 agonist	MmCpn inh	DRD3 antagonist
O=C(Nc1cccc(F)c1)c1c(F)c(F)c(F)c(F)c1F	3	i	-0.8	-1%	i	-8%	0%	7
OC(CN1CCOCC1)Cn1cnc2ccccc21 (centres undefined)	-6	i	0.3	8%	i	4%	-27%	18
CN(C)c1nc2ccccc2c(N)c1-c1ccccc1	-4	.	-2.0	-16%	-6%[57.5 µM]	9%	1%	-26
CCOc1ccccc1Oc1ccc(C(F)(F)F)cn1	-3	i	-3.3	-1%	i	4%	0%	38
COc1ccccc1Nc1nc(-c2sc(NC(=O)CC(C)C)nc2C)cs1	-3	i	-0.6	4%	-7%	5%	?	-4
O=C(CN1CCN(S(=O)(=O)c2ccc(Cl)cc2)CC1)Nc1ccc2c(c1)OCCO2	5	i	-2.3	4%	i	7%	-3%	-2
COCCNC(=O)CN(C(=O)CCC(=O)Nc1ccccn1)c1ccc(C)cc1C	6	i	0.1	1%	-49%[inhibitor]	1%	0%	8
CCNC(=O)C1(C)CCCN(C(=O)c2ccc3c(c2)C(C)(C)CCC3(C)C)C1 (centres undefined)	-7	i	-0.4	1%	i	3%	.	-10
O=C(C1CCCN(S(=O)(=O)c2ccc(F)cc2)C1)N1CCCCC1 (centres undefined)	-5	i	0.7	7%	-13%	5%	1%	4
Cn1nc(C2CC2)cc1NC(=O)CC(CC(=O)O)c1ccccc1 (centres undefined)	2	i	2.6	2%	-2%	7%	-2%	70
COc1ccc(NC(=O)Cn2c(=O)n(CC3CCCO3)c(=O)c3cc(OC)c(OC)cc32)c(OC)c1 (centres undefined)	-5	i	-1.7	6%	-10%	10%	3%	-18
O=C(CCn1cnc2ccccc2c1=O)Nc1nc2c(s1)CCCC2	2	i	-0.1	18%	-11%[57.5 µM]	-4%	0%	42
Cc1cc2ccccc2c(=O)n1CC(=O)Nc1ccc2c(c1)OCO2	2	i	-0.1	4%	i	-9%	0%	-1
COc1ccc(Cl)cc1C(=O)Nc1cccc2ncccc12	8	i	-3.0	6%	?	11%	-1%	7
O=C(c1cc([N+](=O)[O-])ccc1Cl)N1CCN(c2ccc([N+](=O)[O-])cc2)CC1	6	i	-1.7	9%	-38%[inhibitor]	-8%	-1%	22
Cc1c(C(=O)N2CCCCC2)c(S(=O)(=O)NCCc2ccc(S(N)(=O)=O)cc2)c(C)n1C	2	i	0.7	6%	i	-5%	-1%	5
Cc1c(C(=O)OC(C)C)sc(N)c1C(=O)OC(C)C	-5	i	-2.8	-27%	i	-3%	0%	-21
O=C(c1ccco1)N1CCN(CC(O)COc2ccc3oc4ccccc4c3c2)CC1 (centres undefined)	41*	i	1.3	-3%	-28%	10%	-1%	15
CCOc1cc(N2CCOCC2)c(OCC)cc1NC(=O)c1ccc(OC)c(S(=O)(=O)N2CCOCC2)c1	1	i	-0.1	3%	i	6%	-9%	12
O=C(c1cc(-c2ccncc2)nc2ccc(Br)cc12)N1CCN(c2ccccn2)CC1	11	-114%*	-1.8	0%	-2%	11%	.	13
CC1=C(C(=O)N(C)C)C(c2ccc(C)s2)NC(=S)N1 (centres undefined)	-6	i	-0.3	3%	i	-9%	1%	7
COC(=O)Cn1c(=O)c(C)nc2ccccc21	7	i	-0.9	6%	i	5%	-1%	14
CN(CC(=O)Nc1cccc(F)c1)C(=O)c1cccc(S(=O)(=O)N2CCN(c3ccccc3)CC2)c1	4	i	-0.3	2%	-21%	2%	3%	0
Cc1cc(OC(C)C(=O)Nc2ccc(S(=O)(=O)Nc3onc(C)c3C)cc2)cc(C)c1Cl (centres undefined)	-11	i	-1.6	-6%	-23%	-8%	0%	?
COc1ccc(NC(=O)CN2C(=O)COc3ccc(C)cc32)c(OC)c1	5	i	-0.2	-1%	i	3%	0%	14
Nc1nc(N2CCN(C(=O)c3ccco3)CC2)nc2ccccc12	-6	i	-0.1	3%	-6%[57.5 µM]	-1%	1%	11
CC(Oc1ccc2c(c1)oc(=O)c1ccccc12)C(=O)NCCCN1CCOCC1 (centres undefined)	-6	i	-0.2	8%	-4%	1%	-5%	-2
COc1ccc(OC)c2sc(NC(=O)c3ccc(Cl)s3)nc12	-13	i	2.5	3%	-17%	-1%	-8%	-19
COc1ccc(S(=O)(=O)CC(O)CN2CCCC2=O)cc1 (centres undefined)	-4	.	0.9	3%	-16%	0%	1%	0
Cc1ccc(C(=O)COC(=O)c2cc(=O)[nH]c3ccccc23)cc1C	2	i	-2.7	-13%	-25%	6%	-10%	9
CCN1C(=NCCc2ccccn2)N[C@@H](c2cccc(C(F)(F)F)c2)C(C(=O)OC)=C1C	-37	i	-0.7	-4%	-2%	12%	-1%&-4%	-53*
CCCN1CCC(=NNc2ccc(C(=O)O)cc2)CC1	4	i	-3.6	6%	i	0%	-10%	-9
COc1ccc(C(=O)C(C)[n+]2ccc(C)c3ccccc32)cc1[N+](=O)[O-] (centres undefined)	-9	i	-1.1	4%	-20%	11%	-2%	-19
O=C(COC(=O)C1COc2ccccc2O1)Nc1cccc(Cl)c1 (centres undefined)	1	i	-1.0	-12%	i	12%	3%	-7
CCN(CC)c1ccc(/C=N/N2CCN(Cc3ccc(C)cc3)CC2)c(O)c1	-67	i	-3.6	0%	i	10%	1%	-59*
O=C1Cc2ccccc2C(c2ccc(Br)cc2)N1 (centres undefined)	16	i	-2.0	0%	i	6%	?	8
CC(C)(C)S(=O)(=O)N1Cc2cc(CO)cc(CCO)c2[C@H]1CCO	14	i	2.8	5%	i	14%	.	9
C/C(=N\O)C1(C)N(O)C(C)(C)C(c2ccc(Br)cc2)=[N+]1[O-] (centres undefined)	4	i	-1.1	-4%	i	0%	0%	0
COC(=O)C1=C(O)/C(=C\c2ccc(OCC(=O)Nc3ccccc3OC)cc2)N=C1C	7	i	-0.2	21%	i	-3%	1%	21
CSc1ccccc1NC(=S)NC1CCCCC1	1	i	-1.2	0%	i	3%	1%	4
CCOc1ccc(CSCCNC(=S)Nc2ccc(OC)cc2)cc1	-7	i	-5.4	-11%	-19%	26%	0%	?
CCCc1c(C)nc2ccc(OC)cc2c1SCCC(=O)O	3	i	-1.5	-2%	-19%	-5%	-9%	10
Cc1ccc(C)c(N(C(=O)CS(=O)CC(=O)Nc2ccc3c(c2)OCO3)C(C)C(=O)NC2CCCC2)c1 (centres undefined)	2	i	1.5	7%	-22%	0%	0%	-4
COc1ccc(Oc2c(C)oc3cc(OC(=O)N4CCOCC4)ccc3c2=O)cc1	14	i	-3.8	-1%	i	-1%	1%	10
COc1ccc(CCNC(=O)CCCc2nnc3n(C)c(=O)c4sccc4n23)cc1OC	7	i	-1.9	13%	i	8%	-2%	3
O=C(NCCCN1CCCCC1)c1ccc2c(c1)NC(=O)C(N1CCCCC1)S2 (centres undefined)	-11	i	-2.9	1%	-1%[57.5 µM]	9%	-2%	0

Assay outcomes from PubChem BioAssay.
